Screening results from PubChem.
TSG101-PTAP inh: qHTS Assay for Iinhibitors of HIV-1 Budding by Blocking the Interaction of PTAP/TSG101; 340,000 tested, under 10 active; Tumor susceptibility gene 101 protein (Homo sapiens), Q99816; Potency, µM (series often up to 115 µM), without a hit: top-dose activity change, negative = inhibition, most hits filed as inhibitors; Fluorescence polarization, FITC-PTAP peptide / Tsg101 binding; active means well fitted inhibition curve with a large enough effect in the main read-out, with a control signal flat, not every such curve was filed as active; inconclusive means small, poorly fitted or top-dose-only effect, or effect the other way, or a change in a side signal; inactive means no such curve, though single readings can be large or run the other way; further: potency means the concentration at half of the fitted maximal effect; % of control where 0% means no effect
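Compounds were pin-transferred onto Tsg101 binding domain (10 uM final) in HEPES pH 7.5 buffer, then FITC-PTAP peptide was added at 50 nM final. After 20 min at RT, polarization reported peptide displacement across a qHTS concentration series.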
Integrin act MD: qHTS for Activators of Integrin-Mediated Alleviation for Muscular Dystrophy; 0.064% of 350,000 active; Potency, µM (doses to about 38.3 µM), inactives show at the top dose activation, most hits filed as activators; alpha7betagal myoblasts, beta-gal FDG fluorescence, 48 h;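 further: potency means the concentration at half of the fitted maximal effect; 100% = response of the positive control SU9516; nearly all actives have a fitted effect of over 60% in size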
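Alpha7betagal+/- myoblasts (passage 13) were plated 16-24 hr, then exposed to compounds (1:260 dilution of DMSO stock) for 48 hours at 37C. After MPER lysis, β-galactosidase reporter activity was read as FDG fluorescence (ex 480/em 540) after 30 minutes.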
TSHR antagonist: Antagonists of the Thyroid Stimulating Hormone Receptor: HTS campaign | Thyrotropin receptor (Homo sapiens), P16473 | TSHR-expressing cells, TSH-stimulated cAMP HTRF, 2 h; hits give low values | activity change, negative = inhibition, % at 11.5 µM | 0.2% of 330,000 active | AID 504810, 2011;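 active means activity change below a set negative limit, meaning inhibition stronger than a set level, cut at about -70% in these data; inconclusive means activity change between two set negative limits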; further: on the % scale 0 is the no-effect control and ±100 the full control effect
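Antagonism was scored as loss of TSH-driven cAMP in TSHR cells, stimulated with 4nM TSH (EC80) for 2 hours at 37 deg C and detected by homogeneous HTRF competition immunoassay.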
AT treatment: qHTS Assay for Identifying a Potential Treatment of Ataxia-Telangiectasia | […] A-T fibroblasts, KAP-1 phosphorylation AlphaLISA; neocarzinostatin DNA damage 30 min before lysis | Potency, µM (series often up to 57.5 µM), inactives show at the highest dose activation, hits mostly activators | 0.19% of 320,000 active; further: potency means the concentration at half of the fitted maximal effect; % of control where 0% means no effect; nearly all actives have a fitted effect of over 45% in size
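ATM-like activity read as KAP-1 phosphorylation via AlphaLISA donor/acceptor antibody pairs after lysis and 6 hr at 25C. Cells were ATM-null patient fibroblasts ([…], hTERT), dosed 60 min, then exposed to the DSB inducer NCS for 30 min.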
ASM inhibitor: Inhibitors of Secretory Acid Sphingomyelinase (S-ASM): qHTS; AID 504937, 2011; placental ASM, HMU-PC fluorogenic substrate, 60 min; Sphingomyelin phosphodiesterase (Homo sapiens), P17405; 0.006% of 340,000 active; Potency, µM (top dose mostly 57.5 µM), for inactives: at the highest dose activity change, negative = inhibition, hits mostly inhibitors; further: potency means the concentration at half of the fitted maximal effect
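Human placenta-derived ASM preincubated with compound 10 min at room temperature, then reacted with 9 uM (final) fluorogenic HMU-PC substrate for 60 min at 37 C. Stop solution raises pH to 10; fluorescence read at Ex 386/Em 447 nm.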
Chronic BCR inh: qHTS Assay to Find Inhibitors of Chronic Active B-Cell Receptor Signaling | 0.05% of 340,000 active | ABC-DLBCL IkBa-CBG/CBR reporter, luminescence ratio, 4 h | Potency, µM (highest dose often 46.1 µM), for the others: at the highest dose ratio change, negative = lower green/red ratio, usual class: inhibitors; active means well fitted inhibition curve with a large enough effect in the signal ratio, with a control signal flat, not every such curve was filed as active; inconclusive means small, poorly fitted or top-dose-only effect, or effect the other way, or a change in a side signal; the % refers to the signal ratio;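 further: potency means the concentration at half of the fitted maximal effect; plate controls were basal doxycycline-induced cells for no effect and cells given 10 µM MG132 for full effect; MG132 reads +100%, hits lower the ratio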
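TMD8 human ABC-DLBCL cells with doxycycline-inducible IκBα–green luciferase fusion and unfused red luciferase, in 0.5% FBS medium; compounds up to 46 uM, 4 h at 37C. Green/red luminescence ratio, filter-overlap corrected, fitted to concentration-response curves.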
TCR act: Activators of T cell receptors: qHTS campaign; primary human leukocytes, anti-CD3, IL-2 HTRF, 48 h; Potency, µM (series often up to 9.22 µM), inactives show at the highest dose activation of IL-2 secretion, actives largely listed as activators; 330,000 tested, under 10 active; further: % of control where 0% means no effect
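IL-2 release read by HTRF sandwich (Eu cryptate donor, d2 acceptor, 665 nm emission) after 48 hr exposure of primary human leukocytes to compound together with anti-CD3 beads in the absence of co-stimulatory signals.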
Eya2 phos inh: qHTS Assay for Inhibitors of the Phosphatase Activity of Eya2; Protein phosphatase EYA2 (Homo sapiens), O00167; recombinant Eya2, OMFP fluorescence dephosphorylation (OMFP is methylfluorescein phosphate); Potency, µM (doses to about 76.9 µM), for the others: at the highest dose activity, negative = inhibition, usual class: inhibitors; 0.006% of 330,000 active; AID 488837, 2010; further: potency means the concentration at half of the fitted maximal effect; on the % scale 0 is the no-effect control and ±100 the full control effect
Target sequence (O00167 whole entry, looked up): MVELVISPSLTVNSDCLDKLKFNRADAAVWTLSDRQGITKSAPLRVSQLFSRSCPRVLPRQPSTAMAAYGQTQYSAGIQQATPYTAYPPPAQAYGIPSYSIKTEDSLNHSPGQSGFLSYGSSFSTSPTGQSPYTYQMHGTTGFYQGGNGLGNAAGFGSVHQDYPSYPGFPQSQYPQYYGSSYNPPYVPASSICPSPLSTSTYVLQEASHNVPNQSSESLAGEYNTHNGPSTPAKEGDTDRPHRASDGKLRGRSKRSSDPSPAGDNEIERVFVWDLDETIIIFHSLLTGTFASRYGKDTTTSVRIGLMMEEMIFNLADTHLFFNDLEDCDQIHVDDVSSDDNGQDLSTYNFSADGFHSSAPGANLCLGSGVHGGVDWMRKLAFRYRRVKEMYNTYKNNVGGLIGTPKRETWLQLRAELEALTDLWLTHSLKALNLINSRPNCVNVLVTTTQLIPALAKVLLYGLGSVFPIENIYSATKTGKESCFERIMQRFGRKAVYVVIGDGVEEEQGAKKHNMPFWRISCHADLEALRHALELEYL
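Eya2 (0.2 uM) preincubated 10 min at ambient with compound, then OMFP substrate added at 50 uM; 10 min reaction in 50 mM HEPES pH 7.5, 50 mM NaCl, 5 uM MgCl2, 0.05% BSA, 1 mM DTT. Fluorescence read at Ex 485/Em 525 nm.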
Tb PFK inh: qHTS Assay to Find Inhibitors of T. brucei phosphofructokinase; ATP-dependent 6-phosphofructokinase (Trypanosoma brucei brucei), O15648; Potency, µM (highest dose often 57.5 µM), for the others: top-dose activity, negative = inhibition, actives largely listed as inhibitors; 0.17% of 330,000 active; T. brucei PFK, ADP-Glo luminescence;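 further: potency means the concentration at half of the fitted maximal effect; 0% = uninhibited 1x PFK enzyme wells and -100% = no-enzyme wells; nearly all actives have a fitted effect of over 60% in size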
Target sequence (O15648 whole entry, looked up): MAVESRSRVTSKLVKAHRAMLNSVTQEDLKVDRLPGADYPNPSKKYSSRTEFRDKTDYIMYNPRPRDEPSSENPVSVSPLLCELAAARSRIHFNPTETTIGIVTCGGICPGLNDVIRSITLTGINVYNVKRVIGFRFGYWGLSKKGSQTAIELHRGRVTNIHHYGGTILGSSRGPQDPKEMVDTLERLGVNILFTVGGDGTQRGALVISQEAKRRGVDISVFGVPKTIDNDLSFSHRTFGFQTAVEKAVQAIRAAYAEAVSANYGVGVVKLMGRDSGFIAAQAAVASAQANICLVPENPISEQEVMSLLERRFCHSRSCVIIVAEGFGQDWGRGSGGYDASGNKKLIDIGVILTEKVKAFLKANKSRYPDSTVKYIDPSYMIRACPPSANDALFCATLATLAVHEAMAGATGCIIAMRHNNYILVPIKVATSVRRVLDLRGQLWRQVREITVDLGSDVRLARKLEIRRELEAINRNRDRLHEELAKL
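ADP-Glo luminescence quantified ADP after 45 min at room temperature, with 1.25 nM T. brucei PFK, 0.1 mM ATP and 0.5 mM fructose-6-phosphate in pH 8.0 TEA buffer. qHTS titrations up to 57 µM; curves classified by quality.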
ELG1 repair inh: qHTS screen for small molecules that inhibit ELG1-dependent DNA repair in human embryonic kidney (HEK293T) cells expressing luciferase-tagged ELG1; HEK293T ELG1-luciferase reporter, luminescence, 16 h; DNA damage induced by 5-fluorouridine; Potency, µM (highest dose often 46.1 µM), inactives show top-dose activity change, negative = inhibition, usual class: inhibitors; 2.3% of 330,000 active; further: potency means the concentration at half of the fitted maximal effect; on the % scale 0 is the no-effect control and ±100 the full control effect; nearly all actives have a fitted effect of over 55% in size
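Luminescence from the luciferase reporter, measured 30 min after ONE-Glo reagent at room temperature, was the read-out. Beforehand, 2,000 cells per well were exposed for 16 hr at 37 °C to 5-fluorouridine together with compound or vehicle.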
Mito fusion act: qHTS Assay for Small Molecule Inhibitors of Mitochondrial Division or Activators of Mitochondrial Fusion | Potency, µM (series often up to 46.1 µM), for the others: top-dose growth rescue (activation), usual class: activators | 0.23% of 320,000 active | AID 485298, 2010 | S. cerevisiae fusion-defective mutant growth rescue, CellTiterGlo 48 h;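 further: potency means the concentration at half of the fitted maximal effect; % of control where 0% means no effect; nearly all actives have a fitted effect of over 45% in size; temperature-sensitive fusion mutants such as fzo1-1 at 37 °C on non-fermentable ethanol glycerol medium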
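Compounds are tested for their ability to restore growth of mitochondrial fusion-defective yeast strains at non-permissive 37C in YPEG medium over 48 hours. Viability is quantified by luciferase luminescence.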
Starred values were filed as active, the others as inactive; ? = inconclusive; . = not tested or not shown; [ ] = another dose, or the depositor's remark. Unless noted, the call rests on the fitted dose curve; in most records, active means well fitted curve in the direction sought with a large enough effect; inconclusive means small, poorly fitted or top-dose-only effect, or another doubt; inactive means no such curve, though single readings can be large; an effect the other way counts as inactive or inconclusive.

SMILES	TSG101-PTAP inh	Integrin act MD	TSHR antagonist	AT treatment	ASM inhibitor	Chronic BCR inh	TCR act	Eya2 phos inh	Tb PFK inh	ELG1 repair inh	Mito fusion act
O=C(Cc1cn2ccsc2n1)Nc1cccc2cnccc12	-4%	-13%	-1	5%	-1%	-1%	1%	2%	-1%	-28%	-4%
O=C(Nc1ccccc1N1CCN(c2ccccc2)CC1)C12CC3CC(CC(C3)C1)C2	-3%	-25%	27	5%	-8%	3%	1%[46.1 µM]	2%	-1%	-25%	0%
CCOc1ccc(NC(=O)C2C3CC/C=C\CCC32)cc1 (configuration not stated)	0%	10%	-10	13%	0%	2%	-2%	-21%	2%	6%	-6%
O=C(NCCc1ccccc1)c1ccc(-n2cnnn2)cc1	1%	-6%	7	-8%	-2%	1%	-5%	-4%	0%	?	1%
CNC(=O)c1ccc(C)c(NC(=O)C2=C(C)OCCS2)c1	1%	9%	-4	-3%	3%	-3%	9%	2%	-7%	24%	-26%
Cc1ccc(S(=O)(=O)N(C)CC(=O)NNC(=O)CCS(=O)(=O)c2ccccc2)cc1	-3%	1%	.	8%	3%	-1%	-30%	8%	3%	?	.
CCN1CCC2(CCN(Cc3cn[nH]c3-c3ccc(OC)c(F)c3)C2)C1 (configuration not stated)	-6%	21%	-2	3%	4%	-6%	1%	-1%	3%	4%	2%
COc1ccccc1OCC(O)Cn1c(Br)nc2c1c(=O)[nH]c(=O)n2C (configuration not stated)	-2%	-17%	5	-2%	1%	0%	-4%	40%	-3%	?	0%
Cc1ccc(C)c(S(=O)(=O)N2CCCC2CNC(=O)C(=O)NCc2cccs2)c1 (configuration not stated)	-7%	0%	-6	10%	-1%	1%	-29%	-2%	0%	-9%	13%
COc1cc(CN(CC2CCCO2)C(=O)c2cccs2)cc(OC)c1OC (configuration not stated)	-6%	-5%	5	9%	1%	-2%	8%	-5%	-4%	-2%	15%
C=CCC[C@H](Cc1ccc(F)cc1)C(=O)OC[C@@H](C)NC(=O)[C@@H](CC=C)CC(=O)N[C@@H](CO)Cc1ccccc1	-2%	0%	-4	4%	-4%	0%	-1%	0%	2%	-6%	.
O=C(Nc1ccc(-c2nc3cccnc3s2)cc1)C1CCCO1 (configuration not stated)	0%	8%	3	-2%	109%[activator]	?	1%	-10%	-14%	?	-5%
COc1ccc(S(=O)(=O)NCC(c2cccnc2)N2CCN(C)CC2)cc1C (configuration not stated)	-4%	1%	0	0%	8%	0%	2%[46.1 µM]	1%	-1%	1%	0%
Cc1ccccc1OCCn1cnc2c(N)ncnc21	-12%	-4%	-22	7%	0%	18µM*	3%[46.1 µM]	4%	4%	?	0%
O=C(Cn1ncc(Cl)c(Cl)c1=O)c1ccc(Cl)cc1	-10%	-71%[inhibitor]	-23	-2%	-2%	?	1%[46.1 µM]	-1%	-3%	?	7%
Cc1ccc2nc(SCC(=O)N3CCCC3)[nH]c2c1	-6%	8%	30	4%	3%	?	.	-7%	-1%	?	-3%
CCOc1ccc(S(=O)(=O)N2CCN(S(=O)(=O)c3ccc(OCC)cc3)C(C)C2)cc1 (configuration not stated)	-2%	18%	-9	6%	-4%	?	1%	-6%	2%	-3%	6%
COc1ccc(NC(=O)c2ccco2)cc1NC(=O)c1cccc(F)c1	-8%	5%	-5	-13%	-6%	1%	7%	-8%	1%	-2%	8%
CCOC(=O)c1c(NC(=O)C(=O)N/N=C/c2ccc(O)c(OC)c2)sc2c1CCCCC2	1%	20%	-19	-8%	.	?	2%[46.1 µM]	-8%	0%	15µM*	?
COc1ccc(N2CC(O)=C(c3n(C)c4ccccc4[n+]3C)C2=N)cc1	-2%	-4%	-5	-1%	-2%	-2%	12%	19%	-1%	7%	-4%

Structures above with a thiophene ring, fused or not:
SMILES	TSG101-PTAP inh	Integrin act MD	TSHR antagonist	AT treatment	ASM inhibitor	Chronic BCR inh	TCR act	Eya2 phos inh	Tb PFK inh	ELG1 repair inh	Mito fusion act
Cc1ccc(C)c(S(=O)(=O)N2CCCC2CNC(=O)C(=O)NCc2cccs2)c1 (configuration not stated)	-7%	0%	-6	10%	-1%	1%	-29%	-2%	0%	-9%	13%
COc1cc(CN(CC2CCCO2)C(=O)c2cccs2)cc(OC)c1OC (configuration not stated)	-6%	-5%	5	9%	1%	-2%	8%	-5%	-4%	-2%	15%
CCOC(=O)c1c(NC(=O)C(=O)N/N=C/c2ccc(O)c(OC)c2)sc2c1CCCCC2	1%	20%	-19	-8%	.	?	2%[46.1 µM]	-8%	0%	15µM*	?

(next part)
SMILES	TSG101-PTAP inh	Integrin act MD	TSHR antagonist	AT treatment	ASM inhibitor	Chronic BCR inh	TCR act	Eya2 phos inh	Tb PFK inh	ELG1 repair inh	Mito fusion act
Cc1ccc(C(=O)NNC(=O)CSc2nnc3ccccn23)cc1	-2%	8%	5	5%	-2%	0%	-8%	-7%	6%	15%	.
O=C1CC(=O)Nc2cc(S(=O)(=O)Nc3ccc(Cl)c(C(F)(F)F)c3)ccc2N1	-2%	7%	-6	-11%	-17%	-3%	6%	-1%	1%	?	2%
C[N+]1(CCN2C(=O)C3CC=C(Cl)CC3C2=O)CCOCC1 (configuration not stated)	-3%	-6%	6	4%	1%	-1%	-8%	-4%	13%	16%	-1%
CSCCC(NC(=O)c1ccco1)C(=O)N1CCN(c2ccccc2O)CC1 (configuration not stated)	-2%	-31%	-3	-2%	4%	0%	.	-18%	-2%	10%	-11%
C(=C\c1nc(-c2ccccc2)no1)/c1ccccc1	0%	5%	-12	9%	3%	?	-1%[46.1 µM]	4%	-6%	?	6%
CCCCn1c(C)cc2c(c1=O)[C@H]1O[C@](CCCC)(Cc3c1ccc1ccccc31)O2	.	.	.	-6%[11.5 µM]	.	-1%[9.22 µM]	.	-1%[15.4 µM]	-1%[11.5 µM]	.	-5%[9.22 µM]
O=C(Nc1cccc(-c2cccc(F)c2)c1)C1CCN(Cc2ccco2)CC1	-2%	-34%	15	0%	0%	13%	-1%	-9%	-9%	-4%	-28%
COCCOC(=O)C1=C(C)N=C2SCCC(=O)N2C1c1cccc(Br)c1 (configuration not stated)	-3%	-5%	-2	12%	-3%	-1%	1%	-1%	1%	19%	6%
CCCCOc1ccccc1C1C(C(=O)OC)=C(C)N(C)C(C)=C1C(=O)OC	-1%	3%	-5	7%	-16%	5%	0%[46.1 µM]	-12%	-5%	-20%	15%
CCn1c(=O)c(C2=NS(=O)(=O)c3ccccc3N2)c(O)c2ccccc21	.	.	7	7%	.	?	.	0%	0%	17%	5%
CCc1ccccc1NC(=O)CN1CCN(C(=O)C2CCN(C(=O)/C=C/c3ccccc3)CC2)CC1	-8%	-20%	-8	-11%	0%	-12%	4%	1%	0%	?	1%
CCCCCOP(=O)(OCCCCC)C1(NS(=O)(=O)c2ccccc2)C=CC(=O)c2ccccc21 (configuration not stated)	0%	-40%	11	-2%	-3%	?	4%	-1%	0%	-16%	-10%
